# CCHFV vOTU inh: blocks the CCHF virus ovarian tumor domain protease | CCHFV vOTU protease, Pep-AMC fluorescence | inhibition, % at 11.5 µM | 370,000 compounds, 0.55% hits; in the data active = inhibition above about 30%; also: 0% = vehicle wells with enzyme and 100% = no enzyme wells
# The depositor's hits bear a star.
cpd | structure | CCHFV vOTU inh
1 | CCOC(=O)[C@@]12CN(C(=O)OC(C)(C)C)CC=C1N(Cc1ccc(OC)cc1)C(=O)[C@H]2CC(=O)N1CCC(c2ccccc2)CC1 | 15.2
2 | Cc1[nH]c2ccccc2c1CC(=O)Nc1ccc(Nc2ccccc2)cc1 | 10.6
3 | COC(=O)CCC(=O)N1C2=NC3=C(C(=O)N(Cc4ccc5c(c4)OCO5)C3=O)C3N(C)c4ccccc4[C@]23C[C@H]1CO (some centres not stated) | 8.9
4 | Cc1cccc(C)c1N1C(=O)c2ccccc2NC(=O)C1C(=O)NCCc1ccccc1F (configuration not stated) | -4.2
5 | Cc1ccc(NC(=O)OC2CC3CC2[C@H]2CCCCN2[C@H]3Cc2ccccc2)cc1 (some centres not stated) | 5.4
6 | COC(=O)[C@]1(CNC(=O)c2cc(F)ccc2F)CC(=O)N(C)[C@@H]1c1ccccc1 | -1.8
7 | N#CCC[C@@H]1CC[C@]2(CCCN(C(=O)c3ccno3)C2)O1 | 7.8
8 | Cc1cc(C)c2cc(C#N)c(NCCNC(=O)c3ccccc3)nc2c1 | -10.5
9 | CSC1=Nc2ccccc2N=C(N2CCCC2)C1 | -9.5
10 | C=CCN1C(C(=O)OC)CN(Cc2cn(Cc3ccc(C)cc3)nn2)CCS1(=O)=O (configuration not stated) | 8.0
11 | COC(=O)[C@]12C[C@H](CC(=O)N3CCC(c4ccccc4)CC3)C(=O)N(Cc3ccc(Cl)cc3Cl)C1=C[C@H](C1CCCC1)O[C@@H]2C | 10.4
12 | C[C@@H]1OC(C2CCCCC2)N(C)[C@H]2C[C@H]3c4cc(-c5ccc6c(c5)OCO6)ccc4CCN3C[C@@H]12 (some centres not stated) | 2.2
13 | COC(=O)C1=C(c2ccc(OC(F)(F)F)cc2)C[C@@H]2CC[C@H]1N2C(=O)NCc1ccco1 | 9.6
14 | CC(=O)Nc1c(-c2ccc(C(F)(F)F)cc2)nc2ncccn12 | -34.0
15 | CCOC(=O)[C@@]12CCC3=C1N(CCC3)C(=O)[C@H](CC(=O)NCc1ccc(C)o1)C2 | 2.5
16 | COC(=O)[C@]12C[C@H](CC(=O)NCCc3ccccc3OC)C(=O)N(CCc3ccc(OC)c(OC)c3)C1=C[C@H](COCc1ccccc1)O[C@@H]2C | 20.5
17 | Cc1ccc(-n2c(SCC(=O)N/N=C/C=C\c3ccccc3[N+](=O)[O-])nnc2-c2ccccc2)cc1 | 6.3
18 | Cc1nc2ccc(NC(=O)c3c(Cl)cccc3Cl)cc2c(=O)[nH]1 | 3.4
19 | CC1(C(=O)NCc2ccccc2)CN(S(C)(=O)=O)CC(=O)N1CCc1c[nH]c2ccccc12 (configuration not stated) | -12.6
20 | Cc1ccc(-n2c(SCc3cccc(F)c3)nc3ccccc3c2=O)cc1 | 6.1

# Next results:
cpd | structure | CCHFV vOTU inh
21 | COC(=O)[C@]12C[C@H](CC(=O)NCc3ccc(C)o3)C(=O)N(Cc3cccc4ccccc34)C1=C[C@H](C1CCCC1)O[C@@H]2C | 10.7
22 | O=S1(=O)c2ccc(N3CCCC3)cc2Oc2ccccc2CN1Cc1cn(Cc2ccc(F)cc2)nn1 | 7.4
23 | COc1ccc(C(=O)OCCN(C)C2CN(Cc3cn(Cc4ccccc4Cl)nn3)S(=O)(=O)C2)cc1OC (configuration not stated) | -3.4
24 | COc1ccc(-c2cc(-c3ccccc3)c(-c3ccccc3)nn2)cc1 | 2.6
25 | C=CCn1c(COc2ccc(Cl)cc2)nnc1SCC(=O)c1ccc(-c2ccccc2)cc1 | 9.2
26 | Cc1ccc(S(=O)(=O)N2[C@@H](Cc3ccccc3)CO[C@H]2CC(=O)OCc2ccccc2)cc1 | 8.0
27 | CC[C@@H](CCCc1ccc(OC)cc1)CCC(=O)N(c1ccccc1)c1ccccc1 | 2.6
28 | C=CCN1[C@H](Cc2ccccc2)COc2cccc(N3CCCC3)c2S1(=O)=O | 6.0
29 | O=C(CNS(=O)(=O)c1ccc(Br)s1)N1CCN(c2ccccn2)CC1 | -1.3
30 | COc1ccc(-n2c(SCC(=O)NC3CCCCCC3)nnc2-c2ccncc2)cc1 | -0.1
31 | O=C(C1CCC1)N1CCc2cc(S(=O)(=O)N3CCN(c4ccccc4F)CC3)ccc21 | 1.4
32 | Cc1cc(N2CCN(CCO)CC2)n2nc(C)nc2n1 | 7.5
33 | COc1ccc(C(=O)CSc2nnc(-c3ccccn3)n2-c2ccccc2)cc1 | -6.5
34 | COc1cc(C(=O)O)ccc1OCc1ccccc1 | -6.2
35 | CCCCNS(=O)(=O)/C=C/c1cc2c(cc1CNC(=O)OC(C)(C)C)OCO2 | 3.4
36 | CCOc1cccc(C=NNc2nc(=O)cc(C(=O)OC)s2)c1O | 2.8
37 | COc1ccc2c(c1)CO[C@H]([C@H](O)CO)[C@H]2/C=C/c1ccccc1 | -11.0
38 | COC(=O)[C@@]12C[C@@H](CC(=O)N3CCN(C(=O)C4CC4)CC3)C(=O)N(Cc3ccc4c(c3)OCO4)C1=CCC(C)(C)C2 | 10.4
39 | O=C1C2C(CC3c4ccccc4CCN32)CN1c1ccccc1 (configuration not stated) | -11.4
40 | COc1ccc(S[C@]2(C(=O)N(C)C)CC(=O)N(C(=O)CCc3ccccc3)[C@@H]2c2ccc(OC)cc2)cc1 | 15.2

# (list continues)
cpd | structure | CCHFV vOTU inh
41 | O=C(N[C@H](Cc1ccccc1)C(=O)NCCN1CCOCC1)[C@H]1O[C@@H](n2ccc(=O)[nH]c2=O)[C@H](O)[C@@H]1O | -3.5
42 | O=S1(=O)c2ccc(N3CCSCC3)cc2Oc2ccccc2CN1Cc1cn(Cc2ccc(Cl)cc2)nn1 | -1.0
43 | C=CCN1C(=O)[C@H](CC(=O)NCC2CCCCC2)[C@@]2(C(=O)OCC)CCCC=C12 | 11.1
44 | COC(=O)C[C@H]1CC[C@@H]2[C@@H](COc3ccc(NC(=O)C4CCCCC4)cc3C(=O)N2C)O1 | -5.9
45 | O=C(c1ccco1)N1CCC(Oc2cccnc2)CC1 | 1.6
46 | C[C@H](O)[C@@H]1CN2CCc3c([nH]c4cccc(-c5ccccc5)c34)[C@@H]2C[C@@H]1N(C)C(=O)Nc1ccccc1 | -6.6
47 | CCC(C)CN1C(=O)CN(S(C)(=O)=O)CC1(C)C(=O)Nc1ccc2c(c1)OCCO2 (configuration not stated) | -4.1
48 | COC(=O)c1cccc(Cn2ccc3ccc(-c4ccc5ccn(Cc6cccc(C(=O)OC)c6)c5c4)cc32)c1 | 18.5
49 | COC(=O)[C@]12CCCCC=C1N(Cc1ccc3c(c1)OCO3)C(=O)[C@H](CC(=O)NCCC(C)C)C2 | 22.8
50 | Cc1ccc(NC(=O)N2CCC(c3nc4ccc(Cl)cc4[nH]3)CC2)cc1F | 0.8
51 | CCC(=O)OCCCN1CCC2(CCC(c3ccccc3)CC2)C1=O (configuration not stated) | -1.4
52 | O=C(Cc1c[nH]c2ccccc12)Nc1ccc(Nc2cccnc2)c(Br)c1 | 0.8
53 | O=C(Cn1nnc(-c2ccc(N3CCOCC3)cc2)n1)c1ccccc1 | -2.9
54 | CN(Cc1cn(CC2CCCCC2)nn1)S(=O)(=O)c1ccccc1Br | 0.1
55 | Cc1ccc(N2CCN(C(=O)C(=O)c3cccc([N+](=O)[O-])c3)CC2)cc1 | 8.6
56 | C=CCN1C(=O)[C@@H](CC(=O)NCc2ccc(C)o2)[C@]2(C(=O)OC)CCCCC=C12 | 0.0
57 | CCN(C(=O)CSc1nnc(-c2cccnc2)n1Cc1ccco1)c1ccccc1 | 3.7
58 | Nc1nc2cc3c(cc2cc1C(=O)NCCc1c[nH]c2ccccc12)OCO3 | -14.5
59 | COC[C@H]1CCCN1c1cccc2c1S(=O)(=O)N1CC[C@H](C1)O2 | 1.2
60 | COC(=O)C1=C(C)N(C)C(=NCc2cccc(C(F)(F)F)c2)NC1c1ccccc1 (configuration not stated) | -3.6

# Other results.
cpd | structure | CCHFV vOTU inh
61 | CCCC[C@H]1C2CC(OC(=O)Nc3cccc(F)c3)C(C2)[C@H]2CCCCN21 (some centres not stated) | 2.0
62 | CCC(c1nc2ccccc2[nH]1)n1c(-c2ccc3cc[nH]c3c2)nc2ccccc21 (configuration not stated) | -12.1
63 | C[C@@H]1CCN(C2CC2)S(=O)(=O)c2ccc(N3CC[C@@H](O)C3)cc2O1 | 0.1
64 | CN[C@H]1C[C@H]2c3[nH]c4cccc(-c5ccccc5)c4c3CCN2C[C@H]1[C@H](C)O | -10.7
65 | CCC/C(=C1/c2ccccc2C(=O)N1c1ccccc1)c1c(C)noc1C | 5.8
66 | COC(=O)[C@]12C[C@H](CC(=O)NCCCCc3ccccc3)C(=O)N(CCc3ccc(OC)c(OC)c3)C1=C[C@H](C1CCCC1)O[C@@H]2C | 13.9
67 | COC(=O)C1=C(C)N(Cc2cccc(C(F)(F)F)c2)C(=NCc2cc(OC)c(OC)c(OC)c2)NC1c1cccc(F)c1 (configuration not stated) | 15.8
68 | CCOC(=O)[C@@]12CN(C(=O)OC(C)(C)C)CC=C1N(Cc1ccc(OC)cc1)C(=O)[C@H]2CC(=O)N1CCCC1 | 3.3
69 | CCOC(=O)C1=CCN(S(=O)(=O)c2ccc(Br)cc2)C1c1cccc(F)c1 (configuration not stated) | 4.5
70 | O=C1C2C3C=CC(C3)C2C(=O)N1c1ccc(-c2nc(-c3ccccc3)nc3ccccc23)cc1 (configuration not stated) | 1.3
71 | COC(=O)C1=C(C)N(C)C(=NCc2ccc(C(F)(F)F)cc2)NC1c1cccc(F)c1 (configuration not stated) | 8.5
72 | O=S1(=O)c2ccc(Br)cc2OC[C@@H](Cc2ccccc2)N1Cc1cn(CCC2OCCCO2)nn1 | -8.2
73 | Cc1ccccc1CN1[C@@H](C)[C@H](c2ccccc2)Oc2cccc(N3CCCC3)c2S1(=O)=O | 8.9
74 | Nc1ccc2ccc(NS(=O)(=O)N3CCCCC3)cc2c1 | 0.1
75 | C[C@H](c1ccccc1)N1C[C@@H](COCc2ccccc2)Oc2cccc(F)c2S1(=O)=O | 3.2
76 | CCC(CC)C(C(=O)NCc1ccccc1)N1CCN(CCN2CCOCC2)CC1 (configuration not stated) | 12.3
77 | S=C1NC2(CCCCCC2)NN1c1ccccc1 | 6.7
78 | O=C(NC1CCCCC1)C(c1ccc(C(F)(F)F)cc1)n1c(=O)c(-c2cc3ccccc3[nH]2)nc2ccccc21 (configuration not stated) | -0.4
79 | COC(=O)[C@]12C[C@H](CC(=O)NCc3cccc(C(F)(F)F)c3)C(=O)N(Cc3ccco3)C1=C[C@H](C(C)C)O[C@@H]2C1CC1 | 31.2*
80 | CCOC(=O)[C@]12CCCC=C1N(Cc1ccccc1)C(=O)[C@H](CC(=O)NCC1CCCCC1)C2 | 8.6

# Following part.
cpd | structure | CCHFV vOTU inh
81 | COC(=O)C1CN(Cc2ccc(C)cc2)CCS(=O)(=O)N1Cc1cn(Cc2ccc(F)cc2)nn1 (configuration not stated) | -1.3
82 | O=S1(=O)c2c(NCc3ccco3)cccc2Oc2ccccc2CN1Cc1cn(Cc2cccc(F)c2)nn1 | -0.5
83 | Cc1cccc(Cn2cc(CN3CC(N(C)CCCOC(=O)c4cc(C)cc(C)c4)CS3(=O)=O)nn2)c1 (configuration not stated) | 14.4
84 | COc1ccc(-n2c(COc3ccccc3)nnc2SCC(=O)Nc2ccc3c(c2)OCO3)cc1 | 4.6
85 | COC(=O)c1cc2c(c3c4cc(F)ccc4n(S(=O)(=O)c4ccc(C)cc4)c13)C(=O)N(Cc1ccc(C(F)(F)F)cc1)C2 | 6.1
86 | CC(C)c1[nH]nc2c1C(c1ccc(F)cc1)N(Cc1ccccc1)C2=O (configuration not stated) | 3.0
87 | CC1CCCCN1C(=O)c1ccc(CNC(=O)c2cccc(Br)c2)cc1 (configuration not stated) | -3.0
88 | O=C(Nc1nc2ncccn2c1-c1ccc(F)c(F)c1)c1ccccc1 | -16.1
89 | CCOc1ccc(N(CC(=O)Nc2c(C)n(C)n(-c3ccccc3)c2=O)S(=O)(=O)c2ccc3c(c2)N(C(=O)C2CCC2)CC3)cc1 | 0.1
90 | COc1cc(CCN)c(OC)cc1C | -0.6
91 | COC(=O)[C@]12C[C@H](CC(=O)NCCc3ccccc3OC)C(=O)N(CCC3=CCCCC3)C1=C[C@H](C(C)(C)C)O[C@@H]2C | 19.8
92 | COC(=O)C1=C(C)N(C)C(=NCc2ccc3c(c2)OCO3)NC1c1cccc(C(F)(F)F)c1 (configuration not stated) | 5.8
93 | COc1ccc(OC)c(CN2C(=O)CCCCC2(C)c2nnnn2C2CCCC2)c1 (configuration not stated) | -0.9
94 | COc1ccc(CN(CC#Cc2ccc(C)cc2)C(N)=NC(=O)CCc2ccccc2)c(OC)c1 | 9.0
95 | CC(C)(C)S(=O)(=O)N1Cc2cc(CO)ccc2[C@@H]1CCO | 13.4
96 | COc1ccc(C(C(=O)Nc2c(C)cccc2C)n2c(=O)c(-c3ccco3)nc3ccccc32)cc1 (configuration not stated) | 29.3
97 | COC(=O)C1CN(Cc2ccc(F)cc2)CCS(=O)(=O)N1Cc1ccc(Cl)cc1 (configuration not stated) | 8.6
98 | CCOC(=O)CC[C@@]1(C(=O)OCC)C[C@@H](CC(=O)NCc2ccc(C)o2)C(=O)N2CCCC=C21 | -5.7
99 | COC(=O)C[C@H]1CC[C@@H]2[C@H](COc3ccc(NC(=O)C(C)C)cc3C(=O)N2C)O1 | 9.0
100 | S=C1NCCN1c1ccc(Cl)cc1 | 5.9

# New compounds follow:
cpd | structure | CCHFV vOTU inh
101 | CC1(C(=O)Nc2ccc3c(c2)OCCO3)CN(S(C)(=O)=O)CC(=O)N1CCc1c[nH]c2ccccc12 (configuration not stated) | 2.0
102 | CC(C)(C)NC(=O)C(c1ccc(-c2ccccc2)cc1)n1c(=O)c(-c2ccccc2)nc2ccccc21 (configuration not stated) | -8.5
103 | O=C(NCCN1CCC2(CC1)C(=O)NCN2c1ccccc1)c1cccc2c1-c1ccccc1C2=O | -1.4
104 | CC(C)NC(=O)C1C(c2ccccc2)=Nc2ccccc2N1C(=O)c1cc(Cl)cc(Cl)c1 (configuration not stated) | -2.2
105 | CCOC1=C2CN(S(=O)(=O)c3ccc(C)cc3)C(c3ccc(CC)cc3)CC2N(S(=O)(=O)c2ccc(C)cc2)C(c2ccc(CC)cc2)C1 (configuration not stated) | 12.7

# These rows are one share of the data; count on the stated rates, not on these rows.
